# rTrxR1 inhibitor = inhibitors of rat thioredoxin reductase 1; Potency, µM (titrated, usually from 114 µM), inactives show top-dose activity change, negative = inhibition, hits mostly inhibitors; actives 1% (n = 390,000); recombinant rTrxR1, NADPH fluorescence consumption, selenite substrate; AID 588453; further: on the % scale 0 is the no-effect control and ±100 the full control effect; nearly all actives have a fitted effect of over 65% in size
#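 Rat TrxR1 (90 nM in the dispensed reagent) was pre-reduced with 400 uM NADPH for 5 min at room temperature, then incubated with compound for 15 min. After 400 uM selenite was added, NADPH fluorescence (Ex 340/Em 450 nm) was followed for 8 min.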
# JMJD2A Tudor = JMJD2A Tudor domain (human) inhibition. AlphaScreen JMJD2A-Tudor / H3K4me3 peptide binding. Potency, µM (titrated, usually from 114 µM), without a hit: at the highest dose activity change, negative = inhibition, hits mostly inhibitors. actives 4.4% (n = 390,000). AID 504339; further: on the % scale 0 is the no-effect control and ±100 the full control effect; nearly all actives have a fitted effect of over 50% in size
# GLS inh = glutaminase GLS (human) inhibition; O94925; GLS enzymatic activity, qHTS titration; Potency, µM (top dose mostly 45.5 µM), inactives show top-dose activity change, negative = inhibition, usual class: inhibitors; actives 0.21% (n = 410,000); further: on the % scale 0 is the no-effect control and ±100 the full control effect
#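 hKGA in 45 mM KH2PO4 pH 8.2, 0.02% Tween-20 with pin-transferred compounds; 1 mM L-glutamine (stock) plus glutamate oxidase/HRP/Amplex Red coupling added. Fluorescence read initially and after 30 min at RT.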
# RGS4 inh = human RGS4 inhibition; actives 0.039% (n = 390,000); Transcreener GDP fluorescence polarization, RGS4-accelerated GTP hydrolysis; P49798; Potency, µM (highest dose often 114 µM), for inactives: at the highest dose activity change, negative = inhibition, usual class: inhibitors; further: on the % scale 0 is the no-effect control and ±100 the full control effect; nearly all actives have a fitted effect of over 75% in size; some results filed as inactive show a strong effect at the top dose
# Target sequence (P49798 whole entry, looked up): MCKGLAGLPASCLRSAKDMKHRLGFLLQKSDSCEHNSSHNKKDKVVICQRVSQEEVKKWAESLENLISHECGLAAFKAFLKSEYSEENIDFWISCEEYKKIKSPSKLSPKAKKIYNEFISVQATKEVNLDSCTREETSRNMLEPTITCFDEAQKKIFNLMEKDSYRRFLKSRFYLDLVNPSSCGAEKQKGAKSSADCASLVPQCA
#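 MLSMR compounds (23 nl, pin-transferred) preincubated 10 min at room temperature with a 500nM (2x) first reagent, then RGS4 at 900nM (2x) plus Transcreener GDP mix added; fluorescence polarization (620/688 nm) read before and after 90 min at 30 °C.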
# Pin1 inh = inhibitors of human Pin1; actives 0.009% (n = 390,000); Q13526; Potency, µM (titrated, usually from 115 µM), for inactives: top-dose activity, negative = inhibition, most hits filed as inhibitors; Pin1 FP peptide displacement, HiFluor488, 10 min; AID 504891; active means well fitted inhibition curve with a large enough effect in the polarisation, with a control signal flat, not every such curve was filed as active; inconclusive means small, poorly fitted or top-dose-only effect, or effect the other way, or a change in a side signal; inactive means no such curve, though single readings can be large or run the other way; the % refers to the polarisation; further: on the % scale 0 is the no-effect control and ±100 the full control effect
# Target sequence (Q13526 whole entry, looked up): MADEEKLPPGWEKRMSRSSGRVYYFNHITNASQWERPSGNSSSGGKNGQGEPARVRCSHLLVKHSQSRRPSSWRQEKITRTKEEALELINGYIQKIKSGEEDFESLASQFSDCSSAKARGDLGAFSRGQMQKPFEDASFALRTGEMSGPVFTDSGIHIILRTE
# ALOX12 inh = blocks human arachidonate 12S-lipoxygenase; purified 12hLO, xylenol orange hydroperoxide absorbance; Potency, µM (doses to about 108 µM), for the others: top-dose activity change, negative = inhibition, most hits filed as inhibitors; actives 1.1% (n = 580,000); AID 1671190; further: on the % scale 0 is the no-effect control and ±100 the full control effect
#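 Hydroperoxide product was detected by ferrous iron/xylenol orange as the 573 to 405 nm absorbance ratio. Arachidonic acid at 40 uM (final) was turned over for 30 min at room temperature by 150 nM human 12hLO, pH 7.0 Hepes buffer, after 15 min compound preincubation.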
# HP1b chromo inh = inhibitors of HP1-beta chromodomain binding to methylated histone tails | AlphaScreen HP1-beta / biotin-H3K9me3 peptide binding | AID 540317 | P83916 | actives 0.56% (n = 390,000) | Potency, µM (doses to about 114 µM), without a hit: at the top dose activity change, negative = inhibition, hits mostly inhibitors; further: nearly all actives have a fitted effect of over 70% in size; inactives centre near 23
# Target sequence (P83916 whole entry, looked up): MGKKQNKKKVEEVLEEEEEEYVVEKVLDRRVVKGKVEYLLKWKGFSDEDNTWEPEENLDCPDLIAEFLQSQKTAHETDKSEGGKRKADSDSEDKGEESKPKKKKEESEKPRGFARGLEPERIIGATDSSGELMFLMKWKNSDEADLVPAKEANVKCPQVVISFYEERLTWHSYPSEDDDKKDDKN
#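 Compound inhibition of the preformed complex between 50 nM HP1-beta and 50 nM biotinylated H3K9me3 peptide was read by AlphaScreen. Buffer was PBS pH 7.4 with 0.01% Tween-20. Incubations ran 30 min at room temperature, with 10 ug/mL donor/acceptor beads.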
# Tb PGK inh = T. brucei PGK inhibition; PGK/GAPDH coupled, Kinase-Glo luminescence, 60 min; actives 0.043% (n = 380,000); P07378; Potency, µM (titrated, usually from 57.5 µM), for inactives: at the top dose activity change, negative = inhibition, usual class: inhibitors; further: on the % scale 0 is the no-effect control and ±100 the full control effect; nearly all actives have a fitted effect of over 60% in size
#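 Recombinant glycosomal PGK reaction used 1,3-bisphosphoglycerate generated in-well by GAPDH (100nM final) in 100mM TEA pH 7.6, 5mM MgCl2, 0.01% Tween-20. After 60 minutes at room temperature, ATP was read by Kinase-Glo Plus luminescence end-point.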
# ERG-DNA inh = inhibitors of human ERG Ets domain-DNA interaction; P11308; fluorescence polarization, His-ERG Ets domain / labelled DNA; Potency, µM (top dose mostly 76.9 µM), inactives show at the top dose FP activity, negative = inhibition, usual class: inhibitors; actives 0.028% (n = 370,000); AID 624246; active means well fitted inhibition curve with a large enough effect in the polarisation, with a control signal flat; inconclusive means small, poorly fitted or top-dose-only effect, or effect the other way, or a change in a side signal; inactive means no such curve, though single readings can be large or run the other way; the % refers to the polarisation;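 further: polarization taken with two DNA probes labelled with fluorescein and Texas red; % of control where 0% means no effect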
# Target sequence (P11308 whole entry, looked up, the tested form may be a part): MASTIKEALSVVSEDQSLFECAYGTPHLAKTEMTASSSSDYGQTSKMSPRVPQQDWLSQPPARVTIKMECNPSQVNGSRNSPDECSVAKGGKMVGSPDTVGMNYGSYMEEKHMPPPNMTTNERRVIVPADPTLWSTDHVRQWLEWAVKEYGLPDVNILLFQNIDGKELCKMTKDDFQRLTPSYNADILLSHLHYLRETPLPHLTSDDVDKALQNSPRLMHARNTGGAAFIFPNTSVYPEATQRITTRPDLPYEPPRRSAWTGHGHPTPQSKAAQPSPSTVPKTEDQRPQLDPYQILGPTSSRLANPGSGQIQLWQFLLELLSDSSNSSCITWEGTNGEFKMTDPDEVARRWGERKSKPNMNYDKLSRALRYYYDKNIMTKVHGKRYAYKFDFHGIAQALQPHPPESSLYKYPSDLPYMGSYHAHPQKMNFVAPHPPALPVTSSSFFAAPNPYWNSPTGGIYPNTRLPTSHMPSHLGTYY
#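 His-tagged ERG Ets domain (1 uM in the protein solution; 300mM KCl, 50mM Tris-HCl, 1mM EDTA, 1mM DTT, pH 7.5) received compound, then a probe mix of 5 nM fluorescein-DNA and 100nM Texas-615-DNA. Fluorescence polarization was read for both dyes.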
# Starred values were filed as active, the others as inactive; i = inactive; ? = inconclusive; · = not tested or not shown; & = joins results of further samples; [ ] = remark or other dose. Unless noted, the call rests on the fitted dose curve; in most records, active means well fitted curve in the direction sought with a large enough effect; inconclusive means small, poorly fitted or top-dose-only effect, or another doubt; inactive means no such curve, though single readings can be large; an effect the other way counts as inactive or inconclusive. Potency means the concentration at half of the fitted maximal effect. Not all compounds are listed (hit frequency here may not be typical).
rTrxR1 inhibitor,JMJD2A Tudor,GLS inh,RGS4 inh,Pin1 inh,ALOX12 inh,HP1b chromo inh,Tb PGK inh,ERG-DNA inh,SMILES
31%,?,0%,-33%,1%,-21%,2%,-3%,5%,COc1ccc(C2(c3ccc(OC)cc3)NC(=O)N(CC(=O)Nc3ccc(OC)c(OC)c3)C2=O)cc1
4%,7%,-3%,-16%,-7%,9%,50%[activator],-2%,-2%,COc1cc(C(=O)NCc2ncccc2C)ccc1OC1CCN(C(C)=O)CC1
15%,-33%,8%,-21%,-2%,-9%,14%,-4%,23%,CCC(=O)NC(c1ccc(OC)cc1)c1c(O)ccc2ccccc12 (stereo unspecified)
3%,-13%,4%,-15%,-1%,5%,13%,-1%,-3%,CCN(C(=O)CSc1nnnn1-c1cc(C)ccc1OC)C1CCS(=O)(=O)C1 (stereo unspecified)
4%[57.1 µM],-22%,-17%,-15%,-2%,-2%,14%,-6%,8%,CSCCC1COC(c2cccs2)=N1 (stereo unspecified)
-8%,-3%,-2%,34%,-6%,10%,42%[activator],6%,-4%,CCOc1cc(C=O)ccc1OCC(=O)NC(C)(C)C
22%[11.4 µM],10%,-7%,-16%,3%,-22%,31%,1%,-10%,COc1ccc(Cn2nc3n(c2=O)-c2ccccc2OC3)cc1
5%,-18%,5%,-11%,?,-5%,25%,-6%,-3%,CCO[C@H]1OC(C(=O)Nc2ccccc2)=C[C@@H](c2ccc(C(F)(F)F)cc2)[C@@H]1CCCO
-6%,-16%,7%,-39%,-11%,0%,22%,4%,-1%,CN(CC(=O)c1c(N)n(C)c(=O)n(C)c1=O)c1ccccc1
5%[57.1 µM],-7%,3%,9%,2%,0%,34%,0%,-2%,O=C1NC2=C(C(=O)CCC2)C(c2cccc([N+](=O)[O-])c2)N1 (stereo unspecified)
17%[57.1 µM],79µM*,-4%,-20%,0%,2%,-2%,-6%,1%,O=C(CCC1N=C2c3ccccc3N=C(SCc3cccc(F)c3)N2C1=O)NCc1cccs1 (stereo unspecified)
25µM*,-23%,20%,-33%,?,?,1%,-4%,?,CCCN(CCC)C1=N/C(=C\c2ccco2)C(=O)N1c1ccccc1
-5%,-18%,11%,-29%,2%,-23%,39%,-2%,4%,C/C(=N\NC(=O)c1c[nH]c2ccccc12)c1ccc(C)o1
-16%,17%,·,-13%,5%,-22%,42%[activator],-10%,4%,Fc1ccc(NC(=S)N2N=CCC2c2ccccc2)cc1 (stereo unspecified)
14%[57.1 µM],6%,-12%,-17%,-1%,28%,35%,1%,-12%,O=C(NC1CCCCC1)C1CCN(S(=O)(=O)c2cccs2)CC1
18%,-15%,-1%,21%,4%,?,29%,2%,-4%,CC(OC(=O)C1CC2CCCC(C1)C2=O)C(=O)Nc1cccc([N+](=O)[O-])c1 (stereo unspecified)
16%,-8%,-3%,8%,-3%,0%,19%,-12%,6%,CCOc1ccc(NC(=O)NNC(=O)C(C)Oc2ccccc2OC)cc1 (stereo unspecified)
12%[57.1 µM],-13%,-4%,-2%,0%,-23%,46%[activator],-10%,-14%,CC[C@@]12C(=O)N(c3ccc(C)cc3)C(=O)N1[C@H](c1cccc(C)c1)[C@@H]1C(=O)N(Cc3ccccc3)C(=O)[C@@H]12
18%,-11%,-4%,-4%,-10%,-23%,30%,1%,2%,O=C(c1ccc(F)cc1)N1c2ncnn2C2(CCCCC2)[C@@H]2CCCC[C@@H]21
-6%[57.1 µM],10µM*,-6%,11%,-7%,-11%,?,i,2%,CCOc1ccccc1C(=O)NCC(c1ccc(N(C)C)cc1)N1CCc2ccccc21 (stereo unspecified)
42%[0.0914 µM],-7%,0%,2%,0%,0%,27%,-2%,8%,C=CCN=C(NC#N)SC
20%,-7%,0%,-19%,-1%,0%,24%,5%,8%,CCSCc1nc(N)nc(NCCc2ccccc2)n1
14%,-1%,15%,20%,12%,10%,30%,14%,-1%,CCOC(=O)Cc1csc(/N=C/c2c(O)n(-c3ccc(C)c(C)c3)c(=O)c3ccccc23)n1
4%,?,13%,-40%,6%,-7%,?,-4%,-1%,O=C(CCc1ccccc1)Nc1nn[nH]n1
-11%,-26%,11%,12%,9%,-14%,8%,4%,-2%,Cc1cccc(-n2c(C)cc(/C=C3/C(=N)N4C(c5ccccc5)=CSC4=NC3=O)c2C)c1
0%,16%,-10%,7%,?,·,57%[activator],-6%,2%,O=C(NCCc1ccc(F)cc1)c1cccc2c1C(=O)c1ccc(N3CCC(Cc4ccccc4)CC3)cc1S2(=O)=O
-4%,-8%,2%,-6%,-4%,-10%,32%,-8%,-2%,COc1ccc(NC(=O)CSc2nc3ccc(OC)cc3[nH]2)cc1
-4%,-6%,18%,3%,1%,3%,27%,3%,4%,COC(=O)c1ccccc1NC(=O)c1cc([N+](=O)[O-])nn1Cc1ccccc1
6%[11.4 µM],-14%,4%,-2%,0%,-9%,27%,2%,25%,O=C(CCC1CCCN(C(=O)C2(c3ccccc3)CC2)C1)N1CCN(c2ccccn2)CC1 (stereo unspecified)
10%[57.1 µM],-16%,-2%,19%,1%,-13%,23%,3%,-2%,COc1ccccc1NC(=O)Nc1ccccc1SC

# The final four records of the section above lead into the next:
rTrxR1 inhibitor,JMJD2A Tudor,GLS inh,RGS4 inh,Pin1 inh,ALOX12 inh,HP1b chromo inh,Tb PGK inh,ERG-DNA inh,SMILES
-4%,-8%,2%,-6%,-4%,-10%,32%,-8%,-2%,COc1ccc(NC(=O)CSc2nc3ccc(OC)cc3[nH]2)cc1
-4%,-6%,18%,3%,1%,3%,27%,3%,4%,COC(=O)c1ccccc1NC(=O)c1cc([N+](=O)[O-])nn1Cc1ccccc1
6%[11.4 µM],-14%,4%,-2%,0%,-9%,27%,2%,25%,O=C(CCC1CCCN(C(=O)C2(c3ccccc3)CC2)C1)N1CCN(c2ccccn2)CC1 (stereo unspecified)
10%[57.1 µM],-16%,-2%,19%,1%,-13%,23%,3%,-2%,COc1ccccc1NC(=O)Nc1ccccc1SC
18%,-16%,3%,-5%,-7%,2%,24%,1%,-8%,Cc1ccc2oc(=O)c3cc(C(=O)NCCCN4CCN(C)CC4)sc3c2c1
33%[activator],-5%,3%,26%,-12%,8%,6%,·,·,CCOC(=O)N1CCC(NC(=O)CN2C(=O)C(CC)Oc3ccc(C)cc32)CC1 (stereo unspecified)
1%,5%,1%,10%,-6%,-17%,44%[activator],-2%,-3%,CCc1ccc(OCc2cc(=O)n3cc(C)sc3n2)cc1
14%[57.1 µM],27%,-7%,12%,-3%,145%[activator],72%[activator],-5%,-8%,CCCC(C)C(=O)Nc1ccc(Cl)cc1Cl (stereo unspecified)
26%,-18%,8%,6%,?,?,6%,-5%,-5%,c1cc(CNC2C3CC4CC(C3)CC2C4)ccn1 (stereo unspecified)
15%,-19%,14%,2%,-2%,372%[activator],18%,-4%,8%,O=S(=O)(Nc1ccc(Br)cc1)c1cccc(NS(=O)(=O)c2cccs2)c1
50µM*,-28%,0%,?,22%,?,40%[activator],i,0%,CC(=O)N1N=C(c2c(-c3ccccc3)c3cc(Br)ccc3[nH]c2=O)CC1c1ccco1 (stereo unspecified)
16%,-1%,-5%,-7%,-1%,-30%,39%[activator],-3%,1%,CCc1ccc(-c2cn3c(n2)sc2cc(C(=O)NCCc4ccc(OC)cc4OC)ccc23)cc1
7%,0%[57.1 µM],-8%,-5%,1%,0%,43%[activator],2%,-1%,CCCn1c(SCC(=O)N2c3ccccc3CCc3ccccc32)nc2c1c(=O)n(C)c(=O)n2C
5%[57.1 µM],-27%,-2%,10%,5%,?,42%[activator],-5%,-17%,CC(CN1CCOCC1)C(=O)O (stereo unspecified)
28%,-13%,24%,13%,2%,-6%,10%[57 µM],-6%,-7%,COc1cc(OC)c(NS(=O)(=O)c2c(C(=O)N3CCCCC3)c(C)n(C)c2C)cc1Cl
11%,-19%,33%[activator],-1%,-1%,2%,19%,-7%,4%,Cc1noc(NS(=O)(=O)c2ccc(N3C(=O)c4ccccc4C3=O)cc2)c1C
-4%,56µM*,8%,5%,-8%,-11%&-1%,-1%,-2%,-5%,COc1ccccc1Nc1nc(N)nc(CN2CCN(c3ccccc3)CC2)n1
23%,-2%,1%,1%[11.4 µM],-7%,-8%,40%[activator],-2%,-2%,COC(=O)[C@H](CC(C)C)NC(=O)Nc1cccc(Br)c1
23%,-11%,2%,30%,-1%,-3%,21%,-10%,4%,COc1ccc(C(C(=O)NCC2CCCO2)N(Cc2cccs2)C(=O)c2snc(C(N)=O)c2N)cc1OC (stereo unspecified)
18%,-3%,5%,-3%,14%,-4%,42%[activator],-7%,2%,Cc1ccc(Cc2cnc(NC(=O)/C(C#N)=C/c3ccc(-c4cccc([N+](=O)[O-])c4)o3)s2)cc1
1%,-3%,3%,6%,0%,-3%,20%,0%,6%,CCOC(=O)C1CCN(c2c(N3CCN(c4ccccc4OC)CC3)c(=O)c2=O)CC1
15%,?,3%,-2%,5%,17%,-13%,-12%,3%,Cc1ccc(-c2ccc(=O)n(CC(=O)N3CCN(c4cc(Cl)ccc4C)CC3)n2)cc1
4%[57.1 µM],-7%,3%,-28%,3%,0%,69%[activator],-1%,4%,CC(C)(C)OC(=O)N1Cc2cc3ccccc3nc2C1CO (stereo unspecified)
